ARNT TACC3 PPI: disrupts binding between human ARNT and TACC3 | Q9Y6A5 | AlphaScreen His-ARNT PAS-B/GST-TACC3 binding, luminescence; TACC3 fragment carries E629A point mutation | inhibition, % at 9.99 µM | 0.66% of 390,000 active | AID 623870;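 active means mean inhibition of replicates at least 50% and at least half of replicates each reaching 50%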;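 further: 0% = complete ARNT plus TACC3 wells and 100% = ARNT alone without TACC3; many hits fall short of the cut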
SIRT5 inh: blocks human SIRT5 desuccinylation of peptide; 1.1% of 330,000 active; inhibition, % at 15 µM; AID 652115; Purified SirT5, succinyl-peptide AMC, trypsin-coupled fluorescence; in the data active means inhibition above about 15%
Target sequence (Q9NXA8 whole entry, looked up): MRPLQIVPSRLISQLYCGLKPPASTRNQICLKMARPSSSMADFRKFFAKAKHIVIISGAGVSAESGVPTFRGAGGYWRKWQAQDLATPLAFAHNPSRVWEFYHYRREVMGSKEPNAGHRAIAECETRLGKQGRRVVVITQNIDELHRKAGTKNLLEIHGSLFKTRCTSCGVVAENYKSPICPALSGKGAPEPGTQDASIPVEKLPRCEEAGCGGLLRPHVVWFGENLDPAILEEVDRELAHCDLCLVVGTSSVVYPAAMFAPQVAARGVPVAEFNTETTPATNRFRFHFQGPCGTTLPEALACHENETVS
ERp5 block: inhibitors of human ERp5. Q15084. ERp5 insulin aggregation, absorbance 650 nm, 90 min. inhibition, % at 9.99 µM. 0.05% of 350,000 active;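 active means mean replicate inhibition above about 25%, with every replicate also reaching it, limit read from the data, passing the limit was not always enough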
Target sequence (Q15084 whole entry, looked up): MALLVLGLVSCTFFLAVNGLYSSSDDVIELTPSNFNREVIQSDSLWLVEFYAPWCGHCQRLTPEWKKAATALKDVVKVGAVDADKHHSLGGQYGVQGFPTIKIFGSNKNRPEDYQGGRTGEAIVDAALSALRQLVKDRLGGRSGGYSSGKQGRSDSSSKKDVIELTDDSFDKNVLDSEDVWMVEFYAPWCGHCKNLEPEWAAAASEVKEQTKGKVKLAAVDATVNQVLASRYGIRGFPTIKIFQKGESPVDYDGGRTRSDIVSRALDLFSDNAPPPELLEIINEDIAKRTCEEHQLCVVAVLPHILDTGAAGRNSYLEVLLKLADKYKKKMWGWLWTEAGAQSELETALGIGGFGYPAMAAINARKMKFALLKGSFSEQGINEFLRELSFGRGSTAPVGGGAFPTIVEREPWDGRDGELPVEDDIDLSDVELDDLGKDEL
esBAF inh: blocks esBAF chromatin remodeling in mouse ES cells | Bmi1-luciferase knock-in reporter, 24 h; 100% = twice the neutral-well signal | reporter increase, % at 12.5 µM | 2% of 350,000 active | AID 602393; in the data active means activation above about 40%;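 further: 0% = median of the plate's neutral control wells and 100% = double that signal; a rise in the Bmi1 reporter signal indicates esBAF inhibition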
C2C12 statin: suppressors of simvastatin-induced myotoxicity in C2C12 myotubes; ATP luminescence, 48 h; scaled: DMSO 0, geranylgeraniol control 100; rescue of ATP level, % at 7.49 µM; AID 602340; 0.78% of 330,000 active;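 active means mean ATP rescue above about 67%, or every replicate alone reaching that limit, limit read from the data, passing the limit was not always enough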;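 further: myotubes were challenged with 10 µM simvastatin during compound exposure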
Cneo AK release: Cryptococcus neoformans lysis via adenylate kinase release; 0.2% of 360,000 active; AID 651654; C. neoformans lysis, adenylate kinase release luminescence, 4 h; normalised: neutral wells 0, clomiphene wells 100; lysis activity, % at 15 µM;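 active means mean lysis activity across replicates of at least 80%, whatever share of replicates individually reach that level; inactive means mean lysis activity below 80%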
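Material: C. neoformans cells | Amount: Yeast cell density of 5 × 10^6 cells/mL | Medium: Fresh YPD growth medium | Dosing: Single dose | Times: Static 4 h at 37 °C with compound, 1 h detection | Detection: AK luminescence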
miR-122 sensor: miR-122 inhibition in Huh7 cells | Huh7 miR-122 Renilla luciferase sensor, 48 h; neutral wells = 0, positive control = 100 | activation (reporter increase), % at 12.5 µM | 0.3% of 340,000 active | AID 602342;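 active means mean replicate activation score at least 90 and every replicate individually at or above 90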;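 further: higher luciferase means less miR-122 activity so hits act as miR-122 inhibitors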
Starred values were filed as active, the others as inactive; . = no result given; & = joins results of further samples; [ ] = dose if it differs, or a comment. Not a hit list. About 4% of those tested had a hit in this group.

Results follow in this order: C2C12 statin	Cneo AK release	miR-122 sensor	esBAF inh	ERp5 block	SIRT5 inh	ARNT TACC3 PPI
> CC(C)(CNC(=O)c1cc2ccccc2o1)N1CCOCC1
  6	5	-2	3	.	.	-3
> CN1CCN(C(=O)C2=C[C@@H](c3ccccc3)C[C@@H](OCc3ccc(CO)cc3)O2)CC1
  -7	58&5	.	6	1&2	6&-6	12&-11
> CO[C@H]1CN(C)C(=O)c2ccc(NC(=O)Cc3ccccc3)cc2OC[C@@H](C)N(C(=O)c2ccccc2F)C[C@H]1C
  9	0	.	5	3	2	4
> COCCn1c(SC(C)C(=O)NC2CC2)nnc1-c1cccc(C)c1 (configuration not stated)
  11	-2	-2	.	1	2	-19
> N/N=C(/Cc1nc2ccccc2[nH]1)c1ccc([N+](=O)[O-])cc1
  .	.	.	.	4	-1	4
> C/C(=N\OC(=O)c1cccc(C)c1)c1sc(-c2ccccc2)nc1C
  -4	0	0	15	.	.	-4
> CCCCCOc1ccc(C2NC(=O)NC2=O)cc1 (configuration not stated)
  15	-3	-15	8	-1	.	-20
> CO[C@@H]1CN(C)C(=O)c2ccc(NS(C)(=O)=O)cc2OC[C@@H](C)N(C(=O)C2CCCC2)C[C@H]1C
  3	-5	-2[16.7 µM]	11	-1	.	-17
> COc1ccccc1C(=O)Nc1ccc(OCC(=O)N2CC(C)OC(C)C2)cc1 (configuration not stated)
  10	-4	.	20	.	-2	5
> C=CC[C@@H](CC(=O)N[C@H](CO)Cc1ccccc1)C(=O)N[C@@H](COC(=O)[C@@H](CC=C)CC(=O)OC(C)(C)C)Cc1c[nH]c2ccccc12
  -5	1	.	4	3	1	-9
> CN(C)CC(C)(C)CNS(=O)(=O)c1ccc(OC(F)(F)F)cc1
  .	.	.	.	-1	-3	-7
> COc1ccccc1CNC(=O)CN1C(=O)c2cccc(N)c2C1=O
  4	0	-3	34	0	-1	-3
> O=[N+]([O-])c1ccc(N2CCN(S(=O)(=O)Cc3ccccc3)CC2)cc1N1CCOCC1
  -7	-3	-10	-2	.	.	-1
> CCOc1ccc(NC(=O)N[C@@H](Cc2ccccc2)C(=O)O)cc1
  .	.	.	.	2	-6	-7
> O=C(C1CCC1)N1CCN(c2ccc(C(F)(F)F)cc2[N+](=O)[O-])CC1
  1	6	.	11	1	2	4
> C[C@H]1CCCCO[C@@H](CN(C)C(=O)CCC(F)(F)F)[C@@H](C)CN([C@@H](C)CO)C(=O)c2cc(NC(=O)NC3CCCCC3)ccc2O1
  .	-11	1[16.7 µM]	-6	-3	5	22
> OC[C@@H]1[C@@H](c2ccc(/C=C/c3ccccc3)cc2)[C@@H]2CN(Cc3cncnc3)CCCCN12
  .	43	8[16.7 µM]	.	-2	-1	11
> O=C(NN1C(=O)C2C(c3ccccc3)C=CC(c3ccccc3)C2C1=O)c1ccncc1 (configuration not stated)
  7	1	-3	-1	1	-1	.
> COc1cc(CNCCN2CCOCC2)ccc1OCc1cccc(Cl)c1
  -22	4	9	-5	.	.	4
> CC(=O)N1CCCCN2[C@H](C1)[C@@H](c1ccc(-c3cccc(C(=O)N(C)C)c3)cc1)[C@@H]2CO
  .	-2	4[16.7 µM]	.	7	2	-9

A second format for some results above:
C/C(=N\OC(=O)c1cccc(C)c1)c1sc(-c2ccccc2)nc1C
  C2C12 statin = -4; Cneo AK release = 0; miR-122 sensor = 0; esBAF inh = 15; ERp5 block = .; SIRT5 inh = .; ARNT TACC3 PPI = -4

CCCCCOc1ccc(C2NC(=O)NC2=O)cc1 (configuration not stated)
  C2C12 statin = 15; Cneo AK release = -3; miR-122 sensor = -15; esBAF inh = 8; ERp5 block = -1; SIRT5 inh = .; ARNT TACC3 PPI = -20

Other results follow:
Results follow in this order: C2C12 statin	Cneo AK release	miR-122 sensor	esBAF inh	ERp5 block	SIRT5 inh	ARNT TACC3 PPI
> Cc1cc(C2C(C#N)=C(N)SC(N)=C2C#N)c(C)s1
  .	0	2	.	.	.	5
> CCN1C(=O)C(C)C=C(C)C=C1C (configuration not stated)
  -9	1	-3	3	-2	.	.
> COC(=O)c1sccc1NC(=O)Nc1cccc(C(C)=O)c1
  2	.	1	1	-1	-6	-1
> C[C@@H]1CN([C@H](C)CO)C(=O)CCCn2cc(nn2)CO[C@@H]1CN(C)C(=O)Nc1ccc(C(C)(C)C)cc1
  22	.	-3[16.7 µM]	7	.	.	.
> CC1CN(C(=O)c2ccc([N+](=O)[O-])s2)CC(C)O1 (configuration not stated)
  -10	-5	-7	-5	-7	0	1
> C=CCC(Nc1ccccc1)c1cccc(OC)c1OC (configuration not stated)
  .	2	-7	.	0	-3	.
> CC1=C(C(=O)N2CCCCCC2)CC(CC(=O)NCc2ccco2)C(=O)N1Cc1ccccc1 (configuration not stated)
  9	1	0	1	4	1	.
> CN(C)S(=O)(=O)c1cccc(C(=O)OCC(=O)N2c3ccccc3NC(=O)C2(C)C)c1
  -1	0	-1	5	.	.	-1
> Cc1cccc2nc(-c3ccco3)c(Nc3ccc4c(c3)OCO4)n12
  24	-3	-1	4	-2	0	5
> CC(=O)Nc1cccc(NC(=S)Nc2cccc3ccccc23)c1
  .	0	.	.	3	-1	39
> O=C(CN1C(=O)c2ccccc2C1=O)Oc1ccc(Cl)cc1
  5	0	-5	-10	1	-6	-6
> COC(=O)C1=C(C)N(C)C(=S)NC1c1ccc(OC)cc1OC (configuration not stated)
  0	.	-10	-1	0	-1	-8
> O=C(C[C@H]1CC[C@H]2[C@@H](COC[C@@H](O)CN2Cc2cc(F)ccc2F)O1)N[C@H]1CCN(Cc2ccccc2)C1
  20	2	-6[16.7 µM]	1	2	-5	-3
> COc1ccccc1S(=O)(=O)N[C@H]1CC[C@H](CCn2cc(C3CCCCC3)nn2)O[C@H]1CO
  16	-15	-7[16.7 µM]	8	1	-4	-3
> O=C(CNC(=O)c1ccccc1F)OC1CCOC1=O (configuration not stated)
  4	2	.	-4	8	6	2
> CCCCN1CCN=C1Nc1ccccc1
  16	1	-3	-11	2	1	0
> O=C(Nc1cc(S(=O)(=O)N2CCCC2)ccc1Cl)C1=COCCO1
  -4	0	-10	-7	.	.	-3
> O=[N+]([O-])c1cccc(C(=S)N2CCN(c3ccccc3)CC2)c1
  -6	3	0	-4	.	.	3
> CC(C)(C)c1cc2nc3c(c(=O)n2[nH]1)CN(Cc1ccccc1)C3=O
  .	-1	2	.	-1	-10	.
> O=C(Nc1ccc2c(c1)OCO2)Nc1ccccc1F
  .	1	.	.	-5	-1	-14
> CCOc1cccc(NC(=O)C2CC(=O)N(C)C2)c1 (configuration not stated)
  -37	-4	17	-2	-3	-1	26
> Cc1ccc(F)cc1C(=O)N1CCCCC1c1cc(C(=O)Nc2ccc(F)c(Cl)c2)no1 (configuration not stated)
  -9	7	1	-1	-8	-1	.
> O=C(C[C@H]1CC[C@@H]2[C@H](COC[C@@H](O)CN2C(=O)Nc2cc(Cl)cc(Cl)c2)O1)N1CCCCC1
  -2	-6	2[16.7 µM]	1	-14	-3	17
> CN1C[C@@H](O)COC[C@@H]2O[C@@H](CC(=O)NC3CCCC3)CC[C@H]21
  -1	-2	-5[16.7 µM]	3	-2	-3	-10
> CSc1ccc(/C=N/S(=O)(=O)c2ccccc2)cc1
  4	-1	-3	-5	3	-2	-5
> O=C(Cc1ccc(-c2ccccc2)cc1)OCC(=O)N1CCCC1=O
  .	.	-4	.	0	-2	-4
> CCCCNC(=O)c1nc(C2CCN(S(=O)(=O)c3ccccc3C(F)(F)F)CC2)oc1-c1ccccc1
  8	-25	1	0	-2	-2	.
> Cc1ccc(-n2c(-c3ccccc3)n[nH]c2=S)c(C)c1
  34	0	-1	0	2	-2	-1
> CCOc1ccc(NC(=O)CNC(=O)c2ccc(OC)c(OC)c2)cc1
  .	-1	5	-4	.	.	-8
> CCc1ccc(-c2cc(C)no2)cc1S(=O)(=O)N1CCN(C(=O)c2ccco2)CC1
  9	0	3	-2	3	2	16
> O=C1c2ccccc2C(=O)N1CC(=O)N1c2ccccc2Sc2ccc(C(F)(F)F)cc21
  6	4	-3	-6	-2	-2	-5
> Cc1ccc(CNC2=NCCCCC2)n1C
  -4	-1	-3	-2	.	.	-2
> COc1cc(CNC(=O)c2cnccn2)cc(OC)c1
  -6	-1	7	-12	-8	0	-3
> O=C(Nc1ccc(Cl)cc1)N1C[C@H]2[C@@H](c3ccccc31)[C@@H](CO)N2C(=O)c1cccnc1
  -9	2	28[16.7 µM]	16	0	1	-6
> CC12CCC(C(=O)NCc3ccccn3)(OC1=O)C2(C)C (configuration not stated)
  -3	-4	0	-7	.	.	11
> O=S(=O)(CCCc1ccccc1)c1ncn[nH]1
  1	1	-1	6	.	.	-19
> Cc1ccccc1C(C)NC(=O)COC(=O)Cn1cc(C(F)(F)F)ccc1=O (configuration not stated)
  3	-1	-7	-6	2	-2	24
> COc1ccccc1CNC(=O)c1cccc(S(=O)(=O)N(C)c2ccccc2)c1
  -9	-1	14	-6	0	0	6
> O=C(C[C@@H]1C=C[C@H](NS(=O)(=O)c2ccccc2)[C@@H](CO)O1)NCCN1CCCCC1
  -5	47	.	-5	-3	1	.
> Cc1ccc(SCCNC(=O)/C=C/c2ccccc2Cl)cc1
  14	0	.	-3	-2	1	-4
> C[C@H](CO)N1C[C@H](C)[C@@H](CN(C)Cc2ccc(C(F)(F)F)cc2)Oc2c(NC(=O)Nc3ccc(F)cc3)cccc2C1=O
  -2	-2	85[16.7 µM]	-3	0	0	-5
> C[C@@H]1CCCCO[C@@H](CN(C)C(=O)CCCN(C)C)[C@@H](C)CN([C@H](C)CO)C(=O)c2cc(NC(=O)Nc3ccc4c(c3)OCO4)ccc2O1
  .	0	3[16.7 µM]	-5	-1	0	0
> Cc1ccccc1NC(=O)CNC(=O)N1CC(=O)Nc2ccccc21
  14	-1	-1	-3	0	-4	.
> O=C1C[C@H]2CCCCC(=O)N3CC[C@@H](C1)[C@@H]23
  14	0	-5	-4	13	-4	-3
> C[C@@H]1CN([C@H](C)CO)C(=O)c2cc(C#Cc3cccnc3)cnc2O[C@H]1CN(C)C(=O)CN(C)C
  13	-19	-14[16.7 µM]	-3	-3	1	.
> CC(=O)NC[C@@H]1[C@@H](c2ccc(C3=CCCCC3)cc2)[C@H](CO)N1C(=O)NC(C)C
  -8	-1	0[16.7 µM]	-2	.	.	0
> Nc1nc[nH]c(=O)c1N=Cc1ccccc1
  2	2	-2	6	0	2	-1
> CCc1ccc(-c2cn(C3CCCCC3)c(=S)[nH]2)cc1
  .	.	.	.	2	-2	-3
> Cc1cccn2cc(CCNS(=O)(=O)c3cccs3)nc12
  -9	0	46	-36	-13	1	15
> Cc1noc(C)c1S(=O)(=O)Nc1ccc2c(c1)C(=O)N([C@@H](C)CO)C[C@@H](C)[C@@H](CN(C)C(=O)Cc1ccccc1)OCCCC[C@@H](C)O2
  26	-1	0[16.7 µM]	11	7	1	-8

Remaining list, next part:
Results follow in this order: C2C12 statin	Cneo AK release	miR-122 sensor	esBAF inh	ERp5 block	SIRT5 inh	ARNT TACC3 PPI
> COc1ccc(Cl)cc1S(=O)(=O)NC(C)C(=O)NCc1cccnc1 (configuration not stated)
  3	11	-2	-8	1	0	-2
> CCCCCCN1CC(=O)N2Cc3[nH]c4ccccc4c3C[C@H]2C1=O
  -6	0	-6	-1	1	-3	-19
> Cc1cc(C)nc(SCC(=O)O)n1
  -3	9	1	2	.	.	-7
> CNC(=O)C[C@H]1CC[C@@H]2[C@H](COC[C@@H](O)CN2C(=O)c2ccc3c(c2)OCO3)O1
  -6	6	-10[16.7 µM]	3	-5	-2	-4
> Cc1ccc(CCNC(=O)c2cc(-c3ccncc3)nc3ccc(S(=O)(=O)N4CCOCC4)cc23)cc1
  -33	-3	-1	-1	2	0	-4
> COc1ccc(CCN=C(N)NS(=O)(=O)c2cccs2)cc1OC
  4	-1	-3	2	3	2	-3
> COc1ccc(/C=C2/SC(=S)N(CCCC(=O)Nc3ccc(O)cc3)C2=O)cc1
  .	-1	4	.	3	-2	2

Assay outcomes: PubChem, Broad Institute
